# iPSC survival up: hiPSC single-cell survival enhancement. ATPlite luminescence; 100% = ROCK inhibitor wells, 0% = DMSO. survival enhancement, % at 20 µM. 360,000 compounds, 0.044% hits. AID 602274; in the data active = survival enhancement above about 18%;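 note: cells exposed to compounds for 16 hours before the ATP read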
# HTR2A ag: mouse HTR2A agonism via beta-arrestin recruitment. P35363. CHO-K1 mHTR2A beta-arrestin complementation, luminescence; percent of 30 µM serotonin response. activation, % at 7.6 µM. 360,000 compounds, 0.66% hits. AID 624169;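 active = activation above a run cutoff, the mean activation of all tested compounds plus 3 SD, cut at about 14% in these data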;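 note: 0% = plate median of compound wells and 100% = 30 µM serotonin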
# Target sequence (P35363 whole entry, looked up): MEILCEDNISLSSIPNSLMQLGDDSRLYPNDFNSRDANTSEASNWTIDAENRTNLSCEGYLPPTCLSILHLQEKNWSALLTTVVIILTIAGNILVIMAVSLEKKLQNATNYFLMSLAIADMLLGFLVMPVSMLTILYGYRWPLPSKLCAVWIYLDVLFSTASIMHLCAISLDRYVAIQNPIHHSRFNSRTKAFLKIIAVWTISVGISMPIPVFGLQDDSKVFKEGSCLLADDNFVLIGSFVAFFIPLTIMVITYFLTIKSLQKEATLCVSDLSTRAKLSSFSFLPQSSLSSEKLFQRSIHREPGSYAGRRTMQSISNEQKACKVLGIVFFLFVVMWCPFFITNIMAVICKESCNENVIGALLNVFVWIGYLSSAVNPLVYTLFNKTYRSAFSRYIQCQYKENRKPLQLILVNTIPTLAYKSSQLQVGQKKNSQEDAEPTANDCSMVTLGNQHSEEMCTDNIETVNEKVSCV
# Vif inh: inhibitors of HIV Vif; 340,000 compounds, 0.35% hits; AID 602346; HEK293T cells, Vif self-association by quenched fluorescence, imaging, 24 h; inhibition, % at 7.49 µM; in the data active = inhibition above about 50%, passing the limit was not always enough; inconclusive = no clear call, values can overlap the other calls; inactive = below about 31%; note: some results filed as inactive read as strong as hits
# Granule exo inh: lytic granule exocytosis inhibition. TALL-104 LAMP-1 surface exposure, flow cytometry; cells stimulated with thapsigargin and PMA. inhibition, % at 10 µM. 360,000 compounds, 0.66% hits. AID 651702;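 active = inhibition above about 55%, limit read from the data; inconclusive = no clear call, values can overlap the other calls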
# aDG glyco act: increases alpha dystroglycan glycosylation; activation, % at 10 µM; Pro5-aDG cells, alpha-DG glycosylation AlphaScreen (IIH6); 0% Pro5, 100% B10-LARGE cell signal; AID 624168; 360,000 compounds, 0.22% hits;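 active = activation of at least 8% versus controls, or a plate z-score of at least 8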;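 note: Pro5 are CHO cells carrying HIG-tagged alpha-DG that lacks glycosylation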
# PDI inh: inhibitors of human protein disulfide isomerase; inhibition, % at 10 µM; 350,000 compounds, 0.052% hits; PDI insulin aggregation turbidity, A650, 90 min; P07237;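 active = mean inhibition across replicates of 30% or more, whatever share of single replicates reach that level; inconclusive = mean inhibition below 30% while every single replicate reaches 30%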;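 note: absorbance from insulin aggregation driven by PDI reduction with DTT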
# Target sequence (P07237 whole entry, looked up): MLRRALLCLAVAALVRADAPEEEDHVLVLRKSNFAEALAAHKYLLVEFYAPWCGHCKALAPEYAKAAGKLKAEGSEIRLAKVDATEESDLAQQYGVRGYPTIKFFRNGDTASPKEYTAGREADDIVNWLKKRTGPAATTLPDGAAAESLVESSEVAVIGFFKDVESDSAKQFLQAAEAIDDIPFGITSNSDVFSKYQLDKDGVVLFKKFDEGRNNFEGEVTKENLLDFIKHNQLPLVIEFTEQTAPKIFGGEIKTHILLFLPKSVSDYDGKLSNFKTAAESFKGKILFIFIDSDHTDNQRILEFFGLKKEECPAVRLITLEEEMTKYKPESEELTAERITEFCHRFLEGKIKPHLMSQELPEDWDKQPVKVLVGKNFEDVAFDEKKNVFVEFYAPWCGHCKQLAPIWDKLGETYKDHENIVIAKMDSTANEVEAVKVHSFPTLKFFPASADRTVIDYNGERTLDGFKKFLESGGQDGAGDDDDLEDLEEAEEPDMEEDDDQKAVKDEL
# ABCB6 inh MLPCN: blocks the human ABCB6 transporter. fluorescence ratio to DMSO, % at 10 µM. AID 602162. Q9NP58. K562-ABCB6 porphyrin accumulation, flow cytometry, 1 h; stronger effect = lower value. 360,000 compounds, 0.19% hits;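 active = fluorescence ratio to DMSO below 75%, the collection mean minus 3 SD; inconclusive = too few cells collected in the well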;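 note: signal is porphyrin accumulated inside mitochondria; 100% equals median channel fluorescence of DMSO control wells; lower ratio means ABCB6 inhibition with less porphyrin fluorescence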
# H9c2 protect: protects H9c2 cardiomyocytes from peroxide injury. H2O2 injury protection, ATPLite, 2 h. protection from H2O2 cell death, % at 20 µM. 360,000 compounds, 0.63% hits. AID 588492;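 active = compounds giving at least 50% protection of heart cells from peroxide-induced death in the single-dose screen, raw or plate-pattern-corrected value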;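 note: 0% = DMSO wells with peroxide and 100% = DMSO wells without peroxide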
# CaV13 FRET inh: Primary screen for inhibitors of IQ motif and Ca2+-dependent inactivation inhibitor domain binding in CACNA1D, Förster resonance energy transfer in living cells, …; HEK cells, CFP/YFP FRET ICDI-IQ, plate reader, 10 min; percent FRET-ratio fall versus neutral wells; inhibition, % at 12.3 µM; 340,000 compounds, 0.098% hits;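 active = mean replicate inhibition of at least 30% and at least 1% of replicates passing that level; inconclusive = only one of the two criteria is met; inactive = neither criterion is met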;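 note: 0% = median of the neutral control wells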
# N-glyco inh: blocks N-linked glycosylation in D54 reporter cells. D54 ERlucT glycosylation luciferase reporter, 24 h; percent of 100 nM tunicamycin response. reporter increase, % at 12.5 µM. 360,000 compounds, 0.23% hits;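 active = mean luciferase reporter signal, scaled so untreated is 0 and the glycosylation-blocking control 100, at or above a set limit in every replicate; inconclusive = mean reaches the limit but not every replicate does; inactive = mean below the limit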;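 note: luciferase carries N-glycosylation sites so blocking glycosylation raises the light; 0% = median of neutral control wells and 100% = median of 100 nM tunicamycin wells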
# * = called active by the depositor; ? = inconclusive; . = no result given. Random draw from the library, and some 3.1% of all compounds hit somewhere here.
SMILES,iPSC survival up,HTR2A ag,Vif inh,Granule exo inh,aDG glyco act,PDI inh,ABCB6 inh MLPCN,H9c2 protect,CaV13 FRET inh,N-glyco inh
CCn1cc(-c2csc(N)n2)c(C)n1,-0.6,3,-6,-2,-0.2,0,104,1,4,3
CC(=O)Nc1ccc(-c2ccnc(-c3ccc(NC(C)=O)cc3)n2)cc1,0.4,6,-1,0,0.6,-7,101,9,-2,-2
Cc1cc(N2C(=O)C(O)=C(C(=O)c3ccco3)C2c2ccc([N+](=O)[O-])cc2)no1 (stereo not given),-0.5,9,4,-5,-0.3,-8,93,-4,-6,1
O=C(O)C1CC=CCC1C(=O)N1CC=C(c2ccccc2)CC1 (stereo not given),-0.6,6,-4,-1,-0.2,-2,96,4,-2,-5
O=C(c1cccc(Br)c1)N1CCN(c2ccc(N3CCOCC3)nn2)CC1,0.4,9,5,-3,-0.1,9,96,2,-4,2
Cc1ccc(CN2C(=O)C(CC(C)C)Nc3ncnc(N4CCN(c5ccccn5)CC4)c32)cc1 (stereo not given),-1.2,-14,-3,-1,-0.2,5,96,8,-5,-4
O=C(NCc1ccc(Cl)cc1)C(=O)NCC1OCCCN1S(=O)(=O)c1cccs1 (stereo not given),-0.2,-5,5,-1,0.0,0,97,3,.,-2
Cc1cccc(C)c1-n1c(C)cc(/C=N/NC(=O)c2ccncc2)c1C,1.7,-2,?,-7,-0.2,2,94,-5,-9,1
COc1ccc(N2CCN(CC(O)COc3ccc(F)cc3)CC2)cc1 (stereo not given),-0.4,-14,-5,-10,-0.1,2,104,2,-2,4
CCCCn1c(N)c(N(C)C(=O)C2CCCC2)c(=O)[nH]c1=O,-0.3,0,-2,4,0.2,-19,102,4,-3,1
CC(c1nc2ccccc2[nH]1)n1c(=O)c(-c2ccco2)nc2ccccc21 (stereo not given),.,-7,.,-2,-0.1,.,.,.,-6,.
CCn1c(SCC(=O)Nc2nccs2)nnc1-c1ccccc1,-0.7,4,-2,-4,0.0,-4,103,4,.,1
CCCc1nc(-c2ccccc2)c(-c2ccc(OC)c(OC)c2)c(=O)[nH]1,0.0,-3,4,2,0.2,0,118,2,-2,5
N#CCC(=O)Nc1ccc(C(=O)NNC(=S)NC2CCCCC2)cc1,3.0,-3,124*,-5,0.0,-8,102,7,-5,1
O=C(CC(C(=O)O)c1cccc(Br)c1)c1ccc(Cl)cc1 (stereo not given),-0.3,5,.,2,0.2,-4,76,2,-22,-1
CCn1c(SC(C)C(=O)Nc2nnc(C)s2)nnc1-c1ccco1 (stereo not given),0.1,4,-10,2,0.0,4,101,2,-5,-1
O=C(NCCCN=C1NS(=O)(=O)c2ccccc21)c1ccccc1Cl,0.1,1,9,0,-0.1,12,99,-3,-5,1
COc1cc(NC(=O)C2CCC(=O)N2S(=O)(=O)c2ccc(C)cc2)cc(OC)c1 (stereo not given),-0.1,-6,-4,-8,0.1,-3,93,3,-7,-3
C/C(=N\NC(=O)c1ccn(C)n1)c1ccc(NC(=O)c2cccc(F)c2)cc1,0.3,3,1,7,0.3,-5,86,12,.,-2
C=CCN1C(=O)/C(=C/C(=O)OC)S/C1=N\NC(=O)c1ccccc1,0.2,3,2,15,0.2,-9,100,-3,-4,0
Cc1cc(C)c(C#N)c(SCc2c(F)cccc2[N+](=O)[O-])n1,4.9,-2,3,-7,-0.2,7,99,-4,-4,-1
COc1cc(/C=C/C(=O)O)cc(S(=O)(=O)Nc2ccccc2Cl)c1OC,3.2,5,5,-3,-0.1,0,97,0,-2,-11
CCN(CC)CCN1C(=O)C(O)=C(C(C)=O)C1c1ccccc1[N+](=O)[O-] (stereo not given),0.3,-2,2,-14,0.0,0,102,-10,-20,3
CCOC(=O)c1ccc(NC(=O)CSc2nnc(COc3ccccc3OC)n2C)cc1,-0.4,4,7,-1,0.2,-10,101,-6,-7,-3
CCn1c(SCC(=O)NC2CC2)nnc1-c1ccccc1OC,1.1,-2,9,-4,-0.2,-9,97,4,-5,1
CC1=C(C(=O)Nc2ccccc2C(=O)NCCCOC(C)C)SCCO1,0.0,3,-16,-9,-0.1,-10,94,1,-5,0
O=C(Nc1ccc(-c2nc3cccnc3s2)cc1)C1CCCO1 (stereo not given),-4.6,2,-8,-1,0.5,.,99,-22,-6,-21
CCc1ccc(C(C(=O)NCc2ccccc2)N(C(=O)c2csnn2)C2CC2)cc1 (stereo not given),-0.4,2,14,-3,0.0,-9,95,1,-3,-4
COc1ccc(-c2c(C)n([O-])c3c([n+]2=O)CCCCC3)cc1,2.4,1,12,-10,-0.1,-6,104,-3,-13,2
CCCN(CCC)S(=O)(=O)c1cc(Br)cc2c1N(C(=O)CC)CC2,-3.5,2,-19,1,0.1,-4,91,3,-4,0
Oc1c(C(c2ccco2)N2CCN(C(c3ccccc3)c3ccccc3)CC2)sc2ncnn12 (stereo not given),1.5,13,0,-2,-0.2,.,100,-13,-7,-2
Cc1ccc(C(=O)Nc2cc([N+](=O)[O-])ccc2C)cc1,-1.8,4,2,-1,0.3,7,97,-9,3,0
C[C@@H](NC(=O)c1cc2c([nH]c3ccccc32)c(-c2ccccc2)n1)C(=O)O,-0.4,7,-4,6,0.1,11,106,11,-2,1
c1ccc(-c2noc(C3CCCCC3)n2)nc1,-2.9,1,.,-1,-0.1,13,102,-9,-4,-6
CC(OC(=O)CNC(=O)c1ccc(Cl)c([N+](=O)[O-])c1)C(=O)NCc1ccco1 (stereo not given),0.0,-2,-13,13,0.3,0,100,0,-7,0
O=C(Oc1ccccc1C(=S)N1CCOCC1)c1ccc([N+](=O)[O-])cc1[N+](=O)[O-],-0.1,0,.,3,-0.1,8,99,9,-2,0
O=c1[nH]c(C2CCN(S(=O)(=O)c3ccc4c(c3)OCCO4)CC2)nc2c1nnn2Cc1ccccc1,0.5,9,-5,-4,-0.1,-7,103,-3,-7,0
COc1cccc(NC(=O)Cn2c3ccc(F)cc3c3nc4n(c(=O)c32)CCS4)c1,0.0,1,-5,-2,0.0,12,103,5,-3,0
CN(Cc1ccc(Cl)cc1Cl)C(=O)CNC(=O)c1ccc2c(c1)OCO2,-0.3,-2,0,-3,0.1,-5,101,7,-2,-1
CCOCCCNC(=O)C1(O)c2ccccc2NC(=O)N1c1ccc(C)c(C)c1 (stereo not given),0.7,6,-11,-3,0.0,-16,95,6,-2,0
CCCNC(=O)c1csc(Nc2cccc3ccccc23)n1,-0.6,-5,-5,-2,0.1,-14,92,-8,-22,0
CCOC(=O)CSc1nnc(-c2cccnc2)o1,3.1,2,0,-1,0.0,-6,96,11,-5,2
CNC(=S)N/N=C(\C)c1ccc(Cl)s1,0.4,-10,9,3,0.6,-1,82,-5,-5,3
CCCCn1c(N)c(N(CC(C)C)C(=O)CC2CCCCC2)c(=O)[nH]c1=O,-0.3,-6,4,0,2.4,1,102,-4,-6,-3
Cc1ccc(-n2ncc3c(=O)[nH]c(SCC(=O)N4CCOCC4)nc32)cc1,-3.2,-2,.,-2,-0.1,1,104,23,-5,2
Cc1nc(NC(=O)c2ccccc2)sc1Cc1ccc2c(c1)OCO2,-0.3,-2,1,3,0.0,-9,107,0,-6,6
OC1CN=C2CCCc3c2n(c2ccc(Cl)cc32)C1 (stereo not given),-0.5,-9,.,1,0.4,9,137,22,-6,-1
COc1ccc(CCNC(=O)c2c(-c3ccccc3Cl)noc2C)cc1,0.6,-4,24,3,-0.2,1,95,9,-9,-1
O=C(COC(=O)/C=C/c1ccccc1)Nc1cccc(Oc2ccccc2)c1,-0.3,-2,-3,0,0.1,-12,98,-3,-4,1
COCCN(CC(=O)NCc1ccc(F)cc1)C(=O)CCC(=O)Nc1ccccn1,-0.3,-3,4,-1,0.0,-1,89,4,-2,3
CCOC(=O)[C@@H]1[C@H]2COc3ccccc3[C@@H]2N2C(=O)N(c3ccc(C)cc3)C(=O)[C@]12C,1.9,-3,10,3,0.0,6,102,1,.,2
CC(CN1CCOCC1)OC(=O)c1ccc(Cl)cc1Cl (stereo not given),-0.2,-5,4,1,0.2,1,106,3,-18,0
CCCOc1ccc(N2C(=O)CC(N(CCOC34CC5CC(CC(C5)C3)C4)C(C)=O)C2=O)cc1 (stereo not given),0.4,1,-5,1,0.1,-4,96,-10,-2,-6
Clc1ccc(-c2nc3ccncc3[nH]2)cc1,-2.5,0,4,-14,0.5,-30,105,-22,-8,1
COc1ccc(NC2CCCN(C(=O)CCN3CCCC3=O)C2)cc1 (stereo not given),1.4,0,-3,1,-0.1,4,95,4,-3,4
Cc1c(Cc2ccc3c(c2)OCO3)sc(NC(=O)c2ccc3ccccc3c2)c1C(N)=O,0.5,1,1,6,-0.3,.,101,8,0,0
COc1ccc(N(CC(=O)Nc2ccc3c(c2)OCCO3)S(=O)(=O)c2cccnc2)cc1,1.6,1,7,0,0.2,.,104,8,.,-2
COc1cccc(-c2nc(C=O)cs2)c1,-1.8,4,-3,5,-0.5,10,103,2,-3,2
Cc1cccc(-n2cc(C#N)c(=O)[nH]c2=O)n1,5.6,3,-1,-4,0.3,16,102,0,-3,2
Cc1cc(C)nc(NC(=O)CCC2CCCC2)c1,-1.2,-3,-2,2,0.4,-6,95,1,-4,-2

# (further entries)
SMILES,iPSC survival up,HTR2A ag,Vif inh,Granule exo inh,aDG glyco act,PDI inh,ABCB6 inh MLPCN,H9c2 protect,CaV13 FRET inh,N-glyco inh
O=C(CSc1nnc(-c2cccnc2)n1Cc1ccccc1)NCc1ccccc1,2.9,6,45,2,0.1,19,94,-11,-4,0
C=CCN(c1nc(C)cc(OC)n1)S(=O)(=O)c1ccccc1,-0.7,-4,-1,-1,0.1,-2,100,7,-5,-3
CCOc1ccccc1Oc1c(C)oc2cc(OC(=O)N3CCOCC3)ccc2c1=O,0.3,-1,.,2,0.0,11,99,2,-5,-1
O=C(Nc1nnc(Cc2ccc([N+](=O)[O-])cc2)s1)Nc1ccccc1F,-0.4,0,2,6,1.2,-6,100,-3,-2,1
CSc1nc(NS(=O)(=O)c2cc(C)c(Cl)cc2Cl)nn1C,-0.5,3,8,13,-0.2,5,98,-2,.,3
C=CCn1c(=O)/c(=C/c2ccc(Cl)cc2)s/c1=C(/C#N)c1nnc2n1CCCCC2,-0.5,2,3,0,0.1,-2,95,33,-6,2
COc1ccc(N2CC(O)(c3ccc(OC(F)F)cc3)[N+]3=C2CCCC3)cc1 (stereo not given),0.5,-1,14,-2,-0.1,12,92,-4,8,2
COCc1n[nH]c(=S)n1-c1cccc2ccccc12,1.6,4,-3,0,0.3,0,93,-6,-5,0
COC(=O)N/N=C/c1cc(Cl)cc(Cl)c1OCc1ccc(F)cc1,0.4,0,-2,0,2.3,-6,94,-9,-6,-3

# Screens as filed in PubChem BioAssay.
